# HCMV antiviral – qHTS Assay for inhibitors of the human cytomegalovirus (HCMV); AID 1259415, 2018; 410,000 tested, 4.5% active; HFF cells, HCMV-luciferase reporter, 72 h; stronger effect = lower value; activity change, negative = inhibition, % at 57.5 µM; in the data active = activity change below about -60%; inconclusive = no clear call, values can overlap the other calls; inactive = above about -39%
#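 Inhibition of viral replication was scored as loss of reporter luminescence in HFFs infected with HCMV-luciferase (MOI 1 PFU/cell) for 72 h; compounds tested at 2 doses, normalized to buffer and Salinomycin controls.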
# AmpC inh detg – qHTS Inhibitors of AmpC Beta-Lactamase (assay with detergent) | P00811 | AmpC hydrolysis of nitrocefin, absorbance 480 nm, 0.01% Triton | 370,000 tested, 0.041% active | Potency, µM (series often up to 114 µM), for inactives: at the top dose activity change, negative = inhibition, actives largely listed as inhibitors;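 note: potency is the fitted concentration of half-maximal effect; 0% = no-compound wells and -100% = no-enzyme wells; nearly all actives have a fitted effect of over 25% in size; some results filed as inactive show a strong effect at the top dose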
# Target sequence (P00811 whole entry, looked up): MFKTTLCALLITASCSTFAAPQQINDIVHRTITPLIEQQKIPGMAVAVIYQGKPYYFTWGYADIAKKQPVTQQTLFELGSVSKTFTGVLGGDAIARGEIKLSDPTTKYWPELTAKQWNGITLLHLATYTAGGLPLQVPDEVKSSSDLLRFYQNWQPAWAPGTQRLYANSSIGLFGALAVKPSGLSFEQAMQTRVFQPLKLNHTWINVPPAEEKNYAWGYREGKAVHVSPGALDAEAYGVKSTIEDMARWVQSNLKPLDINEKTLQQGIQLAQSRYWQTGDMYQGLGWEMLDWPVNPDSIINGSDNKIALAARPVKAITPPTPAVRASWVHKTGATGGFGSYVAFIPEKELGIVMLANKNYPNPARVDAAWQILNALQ
#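 20 mM phosphate pH 7.0 + 0.01% (detergent screen) or 0.0001% Triton X-100; 5.3 nM AmpC reagent; cpd preinc 15 min RT; nitrocefin (800 uM stock) to start; A480 q20 s × 4 min; Activity was normalised to no-enzyme and no-compound control wells.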
# Sm TGR inh – qHTS Assay for the Inhibitors of Schistosoma Mansoni Peroxiredoxins; Schistosoma mansoni thioredoxin glutathione reductase (TGR), Q962Y6; purified TGR, DTNB reduction, TNB absorbance 405 nm; Potency, µM (series often up to 114 µM), for inactives: at the top dose activity change, negative = inhibition, hits mostly inhibitors; 360,000 tested, 3% active; AID 485364, 2010; note: potency is the fitted concentration of half-maximal effect; nearly all actives have a fitted effect of over 60% in size
#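 Kinetic colorimetric format: TGR-catalysed, NADPH-driven DTNB reduction monitored via TNB absorbance. Enzyme dispensed at 20 nM; compound exposure 15 min at room temperature before reaction start.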
# TbPYK inhibitor – qHTS of Trypanosoma Brucei Inhibitors | pyruvate kinase (Trypanosoma brucei), Q57TT1 | TbPYK enzyme, Kinase-Glo Plus ATP luminescence, 45 min | Potency, µM (titrated, usually from 76.8 µM), for the others: top-dose activity, negative = inhibition, hits mostly inhibitors | 410,000 tested, 0.12% active | AID 624173, 2012; note: potency is the fitted concentration of half-maximal effect; nearly all actives have a fitted effect of over 50% in size
#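 TbPYK + substrate in 50 mM TEA pH 7.2, 100 mM KCl, 10 mM MgCl2, 0.05% BSA, 0.01% Tween-20; cpd pinned; ADP 130 uM final; 45 min RT; Kinase-Glo Plus 10 min; luminescence endpoint.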
# AMA1-RON2 inh – qHTS for Inhibitors of AMA1-RON; Towards Development of Antimalarial Drug Lead: Primary Screen. Plasmodium falciparum AMA1 (3D7) - RON2 peptide interaction. 360,000 tested, 0.2% active. Potency, µM (doses to about 58.2 µM), without a hit: at the top dose activity change, negative = inhibition, usual class: inhibitors. AlphaScreen AMA1-biotinylated RON2 peptide binding;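 note: potency is the fitted concentration of half-maximal effect; 0% = vehicle wells and -100% = peptide control; nearly all actives have a fitted effect of over 45% in size; some results filed as inactive show a strong effect at the top dose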
#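 AMA1 (3D7) with his tag at 25 nM final met compounds first, then biotinylated RON2 peptide at 25 nM; detection used donor plus acceptor beads, 10 µg/mL apiece, read by AlphaScreen after 30 min at room temperature.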
# LmPK inh – qHTS Assay for Inhibitors of Leishmania Mexicana Pyruvate Kinase (LmPK). 290,000 tested, 0.37% active. purified LmPK, Kinase-Glo ATP luminescence, 1 h. AID 1721, 2009. Potency, µM (doses to about 57.5 µM), without a hit: top-dose activity change, negative = inhibition, actives largely listed as inhibitors. Q27686; note: potency is the fitted concentration of half-maximal effect
# Target sequence (Q27686 whole entry, looked up): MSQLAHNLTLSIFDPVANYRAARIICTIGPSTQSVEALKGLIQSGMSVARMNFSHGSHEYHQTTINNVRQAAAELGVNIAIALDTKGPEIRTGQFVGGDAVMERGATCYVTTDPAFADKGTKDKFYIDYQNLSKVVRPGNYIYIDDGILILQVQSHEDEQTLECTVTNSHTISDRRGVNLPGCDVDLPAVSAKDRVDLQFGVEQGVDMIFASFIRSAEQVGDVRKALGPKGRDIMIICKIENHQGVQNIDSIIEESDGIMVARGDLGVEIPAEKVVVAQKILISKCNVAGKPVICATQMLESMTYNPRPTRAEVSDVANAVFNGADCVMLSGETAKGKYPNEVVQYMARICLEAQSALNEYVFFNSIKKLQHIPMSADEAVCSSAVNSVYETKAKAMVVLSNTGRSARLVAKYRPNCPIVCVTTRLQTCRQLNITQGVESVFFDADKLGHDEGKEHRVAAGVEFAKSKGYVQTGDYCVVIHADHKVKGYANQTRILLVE
#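 Screened at intermediate enzyme activity to detect both inhibitors and activators: LmPK at 0.1 nM, with a 0.5 nM enzyme column as activation reference. PEP 0.5 mM, ADP 0.1 mM; ATP detected by luminescence after 1 h.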
# AmpC no deterg – qHTS Inhibitors of AmpC Beta-Lactamase (assay without detergent); Potency, µM (top dose mostly 57.1 µM), for inactives: at the top dose activity change, negative = inhibition, actives largely listed as inhibitors; AID 485341, 2010; AmpC nitrocefin hydrolysis, absorbance 480 nm, 0.0001% Triton; 330,000 tested, 0.52% active;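 note: potency is the fitted concentration of half-maximal effect; plate controls were no compound for no effect and no enzyme for full effect; nearly all actives have a fitted effect of over 20% in size; some results filed as inactive show a strong effect at the top dose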
#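 AmpC (5.3 nM in the dispensed reagent) in 20 mM phosphate pH 7.0 with 0.01% (detergent screen) or 0.0001% Triton X-100 was preincubated with compounds for 15 min at room temperature. Nitrocefin was then added from an 800 uM solution, and hydrolysis was followed at 480 nm.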
# * marks the source's active call; other numbers are inactive results; u = inconclusive; x = no result given; [ ] = remark or other dose. Unless noted, calls come from the whole dose curve; as a rule, active = well fitted curve in the direction sought with a large enough effect; inconclusive = small, poorly fitted or top-dose-only effect, or another doubt; inactive = no such curve, though single readings can be large; an effect the other way counts as inactive or inconclusive. Unless noted, % is set by controls: 0 for no effect and ±100 for the full control effect.
# Sequence of screens: HCMV antiviral	AmpC inh detg	Sm TGR inh	TbPYK inhibitor	AMA1-RON2 inh	LmPK inh	AmpC no deterg
COc1ccc(Oc2ccc(NC(=O)c3ccccc3C)cc2)cc1
    -85*	u	x	-17%	-15%	2%	-35%
CC(C)C[C@H](NC(=O)Nc1cccc(Cl)c1)C(=O)O
    -3	u	6%	-5%	4%	9%	-12%
CCC(C)(C(=O)NC1CCCCC1)N(Cc1cccs1)C(=O)c1ccccn1 (stereo not drawn)
    -28	4%	6%	-7%	-8%	6%	37%
CCOc1ccc(Nc2nc(N3CCOCC3)nc(N3CCOCC3)n2)cc1
    45	-3%	18%	-2%	-19%	-3%	-1%
COc1ccccc1COC(=O)N/C=C/c1ccco1
    39	-10%	1%	-1%	16%	2%	-22%
CCCn1c(=O)[nH]c(=O)c2c1nc(-c1ccccc1OC(F)F)n2CCOC
    -27	-7%	-2%	-7%	-6%	1%	0%
O=C(O)CC1SC(=Nc2cccc(O)c2)NC1=O (stereo not drawn)
    -14	-5%	-2%	4%	-10%	-7%	-24%
CC(C)N(Cc1cc2ccccc2[nH]c1=O)C(=O)C1CCCCC1
    36	u	0%	3%	0%	8%	-15%
O=C1c2ccccc2-c2nc3ncnn3c(-c3ccccc3Cl)c21
    -18	2%	4%	2%	-4%	11%	-2%
COc1ccccc1CNC(=O)CCCN1C(=O)CCn2nc(-c3cn(C)c4ccccc34)cc21
    2	10%	4%	1%	x	x	x
CCOc1ccc2c(C)c(C)c(=O)oc2c1OCC
    -10	-5%	-1%	-4%	6%	-4%	-8%
O=C1C=CC(O)(c2cc(=O)c3c(O)cc(O)cc3o2)C=C1
    -96*	u	35µM*	-18%	9%	-5%	-19%
C[C@H](CO)N1C[C@H](C)[C@@H](CN(C)S(=O)(=O)c2cn(C)cn2)Oc2ccc(NC(=O)C3CCCCC3)cc2C1=O
    -18	x	x	-1%	15%	x	56%
CCOC(=O)C1=C(CC)Nc2ccccc2N=C1NC(=O)c1cc(S(=O)(=O)N2CCOCC2)ccc1C
    12	x	x	0%	-4%	x	42%
COC(=O)CN1C(=O)CN=C(c2ccccc2Cl)c2cc(Br)ccc21
    40	7%	5%	-2%	-7%	4%	66%[activator]
Cc1onc(-c2ccccc2)c1C(=O)OCC(=O)Nc1ccc(OC(F)(F)F)cc1
    -24	3%	-3%	1%	4%	x	-2%
O=C(Cn1cc2c(n1)CCCCC2)NCCN1CCOCC1
    16	u	-1%	3%	1%	-3%	-5%
CC1CCN(C(=O)COC(=O)c2cn(C)c3ccccc23)CC1
    44	-1%	-2%	6%	7%	x	36%
Cc1ccc(NC(=O)CCS(=O)(=O)c2ccc(Br)cc2)c(C)c1
    u	2%	1%	0%[15.4 µM]	x	x	x
COc1ccc(C(=O)CC2OC(=O)c3ccccc32)cc1OC (stereo not drawn)
    20	u	-10%	4%	1%	u	-14%

# The closing 3 records of the section above lead into the next:
# Sequence of screens: HCMV antiviral	AmpC inh detg	Sm TGR inh	TbPYK inhibitor	AMA1-RON2 inh	LmPK inh	AmpC no deterg
CC1CCN(C(=O)COC(=O)c2cn(C)c3ccccc23)CC1
    44	-1%	-2%	6%	7%	x	36%
Cc1ccc(NC(=O)CCS(=O)(=O)c2ccc(Br)cc2)c(C)c1
    u	2%	1%	0%[15.4 µM]	x	x	x
COc1ccc(C(=O)CC2OC(=O)c3ccccc32)cc1OC (stereo not drawn)
    20	u	-10%	4%	1%	u	-14%
CC(CNC(=O)CCCn1c(=O)c2cccn2c2ccccc21)c1ccccc1 (stereo not drawn)
    -4	2%	0%	1%	x	x	x
COC(=O)[C@H](C)NC(=O)NC(C)CCc1ccccc1 (stereo partly drawn)
    -12	-1%	4%	4%	7%	3%	-13%
Cc1ccccc1OCC(O)Cn1c(=N)n(Cc2ccccc2)c2ccccc21 (stereo not drawn)
    -74*	4%	5%	3%	-24%	4%	25%
COc1ccc(Cn2c(C3CC3)nc3ccc(NC(=O)c4cccnc4)cc3c2=O)cc1
    x	u	6%	-2%	14%	-7%	33%
CCCOC1CCCN(C(=O)CCc2nnc(-c3ccc4c(c3)OCO4)o2)C1 (stereo not drawn)
    61	1%	-7%	-1%	-10%	-12%	29%
Cc1cc(N)n2nc(-c3ccccc3)cc2n1
    175	-4%	-5%	-22%	-2%	16µM*	-23%
O=C(N/N=C/c1cc(Br)c(Br)o1)c1ccc2c(c1)OCCO2
    -8	0%	11µM*	-7%	3%	1%	-51%
Cc1ccc(CNCCc2ccc(F)cc2)s1
    41	2%	-20%	-11%	-4%	3%	-15%
CCOc1ccc(NC(=O)Cn2c(=O)n(-c3cccc(Cl)c3)c(=O)c3c2c2cc(C)ccc2n3C)cc1
    24	15%	7%	3%	x	x	x
COc1ccc(C2SCC(C(=O)NCc3ccc(F)cc3)N2C(C)=O)cc1 (stereo not drawn)
    12	4%	u	6%	0%	12%	27%
CCOC(=O)c1ccc(NC(=O)c2nc[nH]c2C(=O)NCc2ccccc2)cc1
    -34	-6%	-2%	-4%	106%[activator]	0%	-1%
O=C(CSc1ccccn1)Nc1ccc(Br)cn1
    -5	-12%	-5%	1%	-1%	-2%	-25%
CC(C)(CNC(=O)COc1ccccc1Cc1ccccc1)N1CCOCC1
    -22	3%	0%	-3%	-3%	0%	134%[activator]
Cc1ccc(S(=O)(=O)N(CC(=O)Nc2ccccc2-c2ccccc2)c2ccc(C)cc2C)cc1
    u	u	-6%	-4%	-17%	0%	-26%
CC1OC2C(OC1C)N(S(C)(=O)=O)CCN2S(C)(=O)=O (stereo not drawn)
    55	-2%	-1%	1%	-2%	-2%	0%
Cc1ccc(-n2nc(C)c3c2OC(N)=C(C#N)C3c2ccc(F)cc2)cc1 (stereo not drawn)
    17	6%	8%	2%	-17%	-1%	-24%
COc1ccc(-n2c(C)c(C)c3c(N)ncnc32)cc1
    -77*	-12%	-10%	0%	-23%	2%	-16%
NC(=O)OCCSc1nnc(-c2cccc(C(N)=S)c2)o1
    7	-2%	u	-19%	0%	-9%	-22%
COC(=O)Nc1ccc(S(=O)(=O)NCCCCCC(=O)O)cc1
    -21	-4%	3%	-2%	-7%	1%	-5%
CC(=O)Nc1ccccc1OCC(=O)c1cc(C)n(Cc2cccs2)c1C
    -94*	0%	8%	4%	-2%	4%	50%
O=C(Nc1nc(-c2ccco2)cs1)c1ccccc1
    32	-15%	-15%[11.4 µM]	-29%	2%	24%	-36%
Cc1ccc(-n2c(-c3cccs3)nc3nc4ccccc4nc32)cc1
    -63*	-1%	5%	x	x	2%	-24%
CCC(=O)N(C)C[C@H]1Oc2ncc(C#Cc3ccncc3)cc2C(=O)N([C@@H](C)CO)C[C@@H]1C
    -15	x	x	4%	8%	x	x
Clc1ccc(-n2nnnc2-c2cnc3ccc(Cl)cc3c2-c2ccccc2)cc1
    -16	-9%	11%	-5%	0%	4%	-14%
CC1=C(C(=O)OCC2CCCO2)C(c2ccccc2)C2=C(CCCC2=O)N1 (stereo not drawn)
    -23	10%	3%	-7%	1%	3%	-10%
CCNC(=O)C1(C)CCCN(Cc2cccc3c(OC)cc(C(=O)OCC)cc23)C1 (stereo not drawn)
    -17	x	x	2%	3%	x	x
Cc1cccc(C(=O)Nc2ccc3c(c2)CC2(C(=O)N(C)C(=O)N(C)C2=O)C2CCCN32)c1 (stereo not drawn)
    x	0%	u	-3%	0%	-1%	70%[activator]
CCc1ccc(S(=O)(=O)c2nnn3c2nc(NCCNC(C)=O)c2cc(Cl)ccc23)cc1
    6	-2%	-6%	-3%	x	x	x
CCc1nnc2n1N=C(c1ccccc1)CS2
    65	1%	45µM*	1%	-4%	4%	-5%
CCOC(=O)C(Cc1ccccc1)C(=O)Nc1cccc(C)c1 (stereo not drawn)
    -27	u	-8%	-13%	-2%	2%	-15%
CCc1ccccc1NC(=O)Nc1nnc(N(CC)c2ccccc2)s1
    -6	1%	1%	-3%	x	x	x
Cc1ccc(NC(=O)C(c2ccccc2)N2CCN(C(=O)c3ccco3)CC2)cc1 (stereo not drawn)
    19	-1%	-30%	-7%	-5%	x	29%
O=C(NC(C(=O)c1ccccc1)n1ccc(=O)[nH]c1=O)c1ccccc1 (stereo not drawn)
    61	1%	-1%	2%	-7%	0%	-29%
COc1ccc(C2C(C(=O)c3cccs3)=C(O)C(=O)N2c2cccc(C)n2)cc1OC (stereo not drawn)
    -22	1%	5%	0%	-1%	-5%	-17%
Cc1cc(C)c(NN=c2c(=O)c3ccccc3c2=O)c(C)c1
    32	0%	-10%	2%	-6%	-4%	-4%
CCOC(=O)c1sc(NC(=O)CN2C(=O)NC3(CCC(C)CC3)C2=O)c(C(=O)OCC)c1C (stereo not drawn)
    -18	-1%	1%	2%	0%	x	-23%
Cc1cccc(N2C(=O)CSC23C(=O)N(CC(=O)Nc2cccc(Cl)c2)c2ccccc23)c1 (stereo not drawn)
    19	u	-11%	4%	x	x	x
Cc1n[nH]c(C)c1C(=O)CC1(O)C(=O)N(Cc2ccccc2)c2ccc(Br)cc21 (stereo not drawn)
    40	-2%	-7%	0%	-9%	9%	46%
Cc1ccc(Sc2ncccc2COC(=O)NC(C)C)cc1
    -10	-8%	10%	8%	14%	0%	1%
NC(=O)c1oc2ccc(Cl)cc2c1N
    -23	-7%	2%	-1%	3%	0%	-16%
CCCc1nc2cc(C)c(Br)c(C)n2c1Cc1ccsc1
    -4	x	x	4%	-4%	x	x
COc1ccccc1C(=O)N1N=C(c2ccc(NS(C)(=O)=O)cc2)CC1c1cccs1 (stereo not drawn)
    -31	0%	-6%	4%	0%	-2%	-18%
COCOc1ccc(-c2ncc(OC)nc2NC(=O)c2cc(C)oc2C)cc1
    27	x	x	7%	-2%	x	x

# Source: PubChem

# Compounds as they come; about 7.4% have a hit in one of these screens.
